# Screens as filed in PubChem BioAssay.
# MrgX1 allo act = allosterically activates human MrgX1 receptor signaling; Q96LB2; MrgX1-HEK293, Fluo-4 calcium flux, FDSS; active compounds read high; B-score at 10 µM; hit rate 0.63% among 310,000;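 active = plate-corrected calcium response at least 3 library SD above typical, normal starting fluorescence, not activating the receptor alone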;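 also: compound read alongside a low EC10 to EC30 dose of BAM8-22 agonist; peak minus trough fluorescence over baseline measured at the second addition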
# Target sequence (Q96LB2 whole entry, looked up): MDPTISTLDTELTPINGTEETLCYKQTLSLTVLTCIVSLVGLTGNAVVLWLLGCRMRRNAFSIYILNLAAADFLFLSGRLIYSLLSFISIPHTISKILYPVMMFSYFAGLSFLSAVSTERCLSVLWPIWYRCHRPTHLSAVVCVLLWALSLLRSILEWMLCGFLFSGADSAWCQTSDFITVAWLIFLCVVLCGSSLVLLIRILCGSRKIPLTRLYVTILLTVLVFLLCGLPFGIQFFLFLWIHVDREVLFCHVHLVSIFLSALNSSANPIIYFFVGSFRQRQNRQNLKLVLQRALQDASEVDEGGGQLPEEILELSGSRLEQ
# RGS4 pot = RGS4 potentiation or activation; HEK293 M3R/inducible RGS4, carbachol calcium flux Fluo4; active compounds read low; B-score at 10 µM; hit rate 0.92% among 310,000; AID 463111;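 active = B-score of the integrated calcium signal more than 4 SD below the library mean, with starting fluorescence not abnormally high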;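 also: negative B-score means reduced calcium response which marks RGS4 activation or potentiation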
#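 System: HEK293 FlpIn-TREx cells, stable M3R, doxycycline-inducible RGS4. Timing: overnight RGS4 induction, 30 min dye load 37 °C, 20 min compound RT. Also added: carbachol, ECmax concentration. Measured by: Fluo4 fluorescence kinetic imaging of calcium. Evaluation: integrated calcium ratio converted to B score.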
# TRPC4 block = inhibitors of mouse TRPC4 channel. Q9QUQ5. HEK293 TRPC4beta/mu-opioid, DAMGO-evoked Fluo4 calcium flux; active compounds read low. B-score at 10 µM. hit rate 0.39% among 300,000;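 active = B-score over 3 SD under the library average, no early fluorescence shift, positive overall ratio signal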
#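 Material: HEK293 cells with stable TRPC4beta plus mu-opioid receptor expression; probe or stimulus: DAMGO in two steps, submaximal then maximal; technique: Fluo4 calcium fluorescence by kinetic imaging, 5 s 1 Hz baseline; measure: integrated fluorescence ratio relative to baseline, converted to per-well B score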
# MrgX1 ag = human MrgX1 receptor agonism, primary screen | Q96LB2 | MrgX1-HEK293 cells, Fluo-4 calcium fluorescence, agonist mode; active compounds read high | B-score at 10 µM | hit rate 0.44% among 310,000 | AID 588627;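 active = calcium response B-score plate-corrected fluorescence ratio at least 3 library SD, with starting fluorescence B-score inside 5 SD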
#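 times = overnight plating, then 30 min 37 °C plus 30 min room-temperature dye loading | assay system = stable human MrgX1 HEK293 cell line | input = fifteen thousand cells per well | signal = kinetic calcium dye fluorescence, Fluo-4 NW | dosing = compound delivered in addition one of three | read-out = B-scored fluorescence response ratio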
# TRPC6 activator = activates the mouse TRPC6 cation channel. Q61143. HEK293-TRPC6 membrane potential dye fluorescence; active compounds read high. B-score at 10 µM. hit rate 0.13% among 310,000. AID 2550;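 active = B-score of the integrated fluorescence ratio above library mean plus 3 SD, and starting fluorescence ratio within library mean plus 5 SD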;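 also: higher score means more depolarization so channel activation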
# HIF activator = HIF pathway transcriptional activation; activation, % at 7.5 µM (by protocol); U2OS HRE-luciferase reporter, luminescence; normalized: DMSO 0%, desferrioxamine 100%; hit rate 0.32% among 300,000;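 active = mean activation of at least 10% of the iron chelator positive control signal, with at least half of replicates also reaching 10%; inconclusive = mean and replicate majority disagree about reaching 10%; inactive = mean and most replicates under 10%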
# SKKanGAS inh = SKKanGAS growth inhibition; S. pyogenes SKKanGAS, kanamycin growth, BacTiter-Glo, 6 h; inhibition, % at 7.5 µM; hit rate 1.3% among 300,000; AID 1662;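 active = mean replicate score, as percent of positive control median, at least 50; inconclusive = mean below 50 but one replicate at or above 50; inactive = mean and every replicate below 50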;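 also: strain carries kanamycin resistance gene driven by streptokinase promoter and grows in 40 µg/ml kanamycin; loss of luminescence reflects streptokinase promoter inhibition or plain growth inhibition; 0% = median of DMSO wells and 100% = positive control at its reference dose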
# MrgX1 antagonist = antagonists of human MrgX1 receptor. hit rate 1.3% among 310,000. MRGX1-HEK293 calcium flux, Fluo-4, BAM8-22 antagonism; active compounds read low. Q96LB2. B-score at 10 µM;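 active = calcium-response B-score plate-corrected more than 3 library SD below zero, starting fluorescence within 5 deviations, no agonist response on first addition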;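 also: peak minus trough fluorescence over baseline after final BAM8-22 challenge near maximal dose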
# RGS4 block = human RGS4 inhibition; P49798; HEK293 M3R/RGS4 inducible, Fluo-4 calcium flux; active compounds read high; triggered by carbachol at its EC20; B-score at 10 µM; hit rate 0.45% among 310,000; AID 463165;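 active = B-score, a plate-corrected calcium signal, over three deviations above library mean, with baseline fluorescence within five deviations of library mean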;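 also: RGS4 expression induced by doxycycline in cells with stable M3 receptor; B-score is computed from the integrated fluorescence ratio over baseline after carbachol; higher B-score means a larger calcium signal and so more RGS4 inhibition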
# Target sequence (P49798 whole entry, looked up): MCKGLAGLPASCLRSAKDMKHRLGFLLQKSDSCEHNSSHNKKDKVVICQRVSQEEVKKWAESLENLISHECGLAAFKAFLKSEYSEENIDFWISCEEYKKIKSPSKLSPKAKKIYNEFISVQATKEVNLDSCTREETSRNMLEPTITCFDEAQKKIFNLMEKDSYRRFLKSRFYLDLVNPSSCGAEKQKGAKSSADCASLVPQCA
# Platelet DG rel = modulates dense granule release in human platelets | human platelet-rich plasma, SFLLRN dense granule ATP release, luminescence | hit rate 0.22% among 300,000 | inhibition, %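 (compounds screened at 7.5 µM in platelet-rich plasma)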;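 active = mean replicate score, as percent of positive control, at or above 50; inconclusive = mean below 50 but at least one replicate at or above 50; inactive = mean and every replicate below 50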
# TRPC6 inh = inhibitors of mouse TRPC6 channel; HEK293-TRPC6, membrane potential dye, ACh-evoked depolarization; active compounds read low; B-score at 10 µM; hit rate 1.1% among 310,000;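 active = B-score under library mean minus 3 SD, initial fluorescence not abnormally high, positive integrated signal ratio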;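 also: B-score derived from integrated fluorescence ratio over the kinetic read; more negative B-score means stronger inhibition of depolarization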
# * marks the source's active call; other numbers are inactive results; i = inactive; ? = inconclusive; / = not tested or not shown.
# Values in the order: MrgX1 allo act, RGS4 pot, TRPC4 block, MrgX1 ag, TRPC6 activator, HIF activator, SKKanGAS inh, MrgX1 antagonist, RGS4 block, Platelet DG rel, TRPC6 inh
> COc1cccc(C(=O)N(C)c2nnc(-c3ccncc3)s2)c1
→ i, i, i, i, i, 1.1, 1, i, i, -3, i
> O=C(Nc1ccc(SC(F)F)cc1)c1ccccc1F
→ i, i, i, i, i, -3.3, 11, i, i, -4, i
> CCN1CCN(C(=O)C2CCN(S(=O)(=O)c3ccc(SC)cc3)CC2)CC1
→ i, i, i, i, i, -0.8, -5, i, i, -6, i
> CN(C)Cc1ccccc1Sc1ccc(O)cc1O
→ i, i, i, i, i, -0.8, 4, i, i, 14, i
> CC(C)c1ccc(O)c(NC(=S)NC(=O)CCc2ccccc2)c1
→ i, i, i, i, i, 0.5, 0, i, i, 1, i
> Cc1ccc(CC(=O)NC2CCN(C)CC2)cc1
→ i, i, i, i, i, 0.4, 10, i, i, 8, i
> Cc1ccc(CCc2nnc(SCC(=O)Nc3cc(Cl)ccc3Cl)n2-c2ccccc2)o1
→ i, i, i, i, i, -2.8, 14, i, i, -1, i
> COc1ccc(OC)c(S(=O)(=O)Nc2cc3c4c(c2)CCN4C(=O)CC3)c1
→ i, i, i, i, i, 1.6, -5, i, i, /, i
> CCN1C(=O)/C(=C2\SC(=S)N(c3c(C)n(C)n(-c4ccccc4)c3=O)C2=O)c2ccccc21
→ i, i, i, i, i, 0.2, -4, i, i, -5, i
> CCCCNC(=O)Cn1nc(-c2ccc(C)cc2)ccc1=O
→ i, i, i, i, i, -1.0, -5, i, i, -4, i
> COC(=O)c1ccc(Cl)c(NC(C)=O)c1
→ i, i, i, i, i, -0.3, 6, i, i, 0, i
> CCOc1cc(N)c(Cl)cc1C(=O)NCC1CN(Cc2ccc(F)cc2)CCO1 (configuration not stated)
→ i, i, i, i, i, 0.0, 6, -8.6*, i, -1, i
> COc1ccc(-c2nnc(-c3ccc(OCC(C)C)cc3)o2)cc1
→ i, i, i, i, i, 0.4, -6, i, i, -1, i
> CN1C(=O)CCC1(O)c1ccccc1 (configuration not stated)
→ i, i, i, i, i, -0.3, 8, i, i, 3, i
> Cc1cccc(CN2CCCC(C(=O)N3CCCCC3)C2)c1 (configuration not stated)
→ i, i, i, i, i, -0.3, 3, i, i, -4, i
> CCc1ccc(-c2cc(C)no2)cc1S(=O)(=O)N1CCN(c2ccccc2OC)CC1
→ i, i, i, i, i, -0.5, 4, i, i, ?, i
> COc1ccc(C(=O)N(CCc2ccccc2)Cc2cccs2)c(OC)c1
→ i, i, i, i, i, -0.2, 4, i, i, 19, i
> CN(CC(=O)OCC(=O)c1c(N)n(C)c(=O)n(C)c1=O)S(=O)(=O)c1ccc(Cl)cc1
→ i, i, i, i, i, -0.5, 1, i, i, -4, i
> COc1ccc(N(CC(=O)NCCC2=CCCCC2)S(=O)(=O)c2ccccc2)cc1
→ i, i, i, i, i, -0.1, -10, i, i, -12, i
> Clc1cccc(Cl)c1CSc1nnc(/C=C/c2ccccc2)o1
→ i, i, i, i, i, -0.1, 54*, i, i, 6, i
> COc1ccc(S(=O)(=O)c2c(O)cc(C)c(NS(=O)(=O)c3ccccc3)c2C)cc1
→ i, i, i, i, i, 0.0, 6, i, i, -14, i
> CCOC(=O)N1CCN(C(=O)c2n[nH]c(=O)c3ccccc23)CC1
→ i, i, i, i, i, 0.5, 5, i, i, -4, i
> CCOC(=O)c1cnn(CCOC(=O)c2cccc(F)c2)c1NC(=O)c1cccc(F)c1
→ i, i, i, i, i, -0.5, -4, i, i, -24, i
> Cc1cccc(/N=C/c2ccccn2)n1
→ i, i, i, i, i, 0.7, -6, i, i, -6, i
> COc1ccccc1CNC(=O)C1CC(c2ccccc2C(F)(F)F)=NO1 (configuration not stated)
→ i, i, i, i, i, -5.2, 7, i, i, -11, i
> CCOc1ccc(C(=O)c2cccs2)cc1
→ i, i, i, i, i, 4.0, 2, i, i, 0, i
> Cc1noc(C)c1C(=O)NC(C)C1CCCO1 (configuration not stated)
→ i, i, i, i, i, -0.6, 5, i, i, -2, i
> C=CCn1c(SC(C)C(=O)NCCC2=CCCCC2)nc2ccccc2c1=O (configuration not stated)
→ i, i, i, i, i, -0.1, 7, i, i, 5, i
> Cn1c(CNS(=O)(=O)c2ccc(F)cc2)n[nH]c1=S
→ i, i, i, i, i, -0.4, -3, i, i, -10, i
> CS(=O)(=O)Nc1ccc(C2=NN(C(=O)c3ccco3)C(c3ccco3)C2)cc1 (configuration not stated)
→ i, i, i, i, i, -0.2, 5, i, i, 8, i
> O=C(NNC(=O)c1cc2cc(Br)ccc2oc1=O)c1ccc(O)cc1
→ i, i, i, i, i, -0.1, 0, i, i, 2, i
> O=C1CCN(CCc2ccccc2)CCN1[C@H](CO)c1ccccc1
→ i, i, i, i, i, 1.0, 4, i, i, 5, i
> COc1ccc(CNC(=O)C(=O)NCC2OCCN2S(=O)(=O)c2ccc(OC)c(OC)c2)cc1 (configuration not stated)
→ i, i, i, i, i, 0.0, 1, i, i, -2, i
> COc1ccc(-c2csc3nc(-c4ccccc4F)oc(=O)c23)cc1
→ i, i, i, i, i, 1.1, 20, i, i, 3, i
> S=C1NC2(CCCC2)Nc2ccccc21
→ i, i, i, i, i, -0.3, -12, i, i, -51, i
> O=C(CSc1nc2ccccc2c(=O)n1-c1ccccc1)N1CCc2ccccc21
→ i, i, i, i, i, /, -1, i, i, -1, i
> O=C(COC(=O)c1ccc(S(=O)(=O)N2CCCC2)cc1)Nc1cccnc1Cl
→ i, i, i, i, i, -0.2, 0, i, i, 1, i
> Cc1ccc(SC(C)C(=O)Nc2ccccc2-c2ccccc2)cc1 (configuration not stated)
→ i, i, i, i, i, -0.2, -10, i, i, -15, i
> CCOc1cc(-c2nc3ccccn3c2NCC2CCCO2)ccc1O (configuration not stated)
→ i, i, i, i, i, 0.1, 6, i, i, -1, i
> CCOC(=O)c1c(C)nn(-c2ccc(NC(=O)CSCC(=O)O)cc2)c1C
→ i, i, i, i, i, 0.0, 7, i, i, 2, i
> Cn1c(COc2ccccc2)nnc1SCC(=O)NC1CCCC1
→ i, i, i, i, i, -0.1, -3, i, i, 0, i
> COC(=O)NC1CCS(=O)(=O)C1 (configuration not stated)
→ i, i, i, i, i, -0.5, 2, i, i, -2, i
> COc1ccccc1C(=O)NC(=O)COC(=O)c1cccc(NC(C)=O)c1
→ i, i, i, i, i, -0.3, -3, i, i, 2, i
> COc1ccc(CCNC(=O)COC(=O)c2ccc[nH]c2=O)cc1
→ i, i, i, i, i, -0.2, -2, i, i, 6, i
> CCCOc1ccc(N2C(=O)CC(N3CCN(c4nc5ccccc5s4)CC3)C2=O)cc1 (configuration not stated)
→ i, i, i, i, i, -0.8, 15, i, i, -1, i
> COc1ccc(CNc2ccc(-c3ccccc3OC)nn2)cc1
→ i, i, i, i, i, 3.5, -2, i, i, 2, i
> C/C=C/c1ccc(OCC(=O)N(CCOC)c2c(N)n(CCCC)c(=O)[nH]c2=O)c(OC)c1
→ i, i, i, i, i, 0.0, 15, i, i, 10, i
> COc1ccc(Nc2nc(Cl)nc(Nc3ccc(OC)cc3)n2)cc1
→ i, i, i, i, i, 0.4, -13, i, i, 6, i
> O=C(N/N=C/c1cn(Cc2ccccc2)c2ccccc12)c1cccnc1
→ i, i, i, i, i, 0.3, -6, i, i, 13, i
> O=C(N/N=C/c1cc(Br)c(O)c(Br)c1)c1cccnc1
→ i, i, i, i, i, -0.6, 5, i, i, 11, i
> COc1ccccc1S(=O)(=O)CC(O)COc1ccccc1Cl (configuration not stated)
→ i, i, i, i, i, -0.5, -4, i, i, -11, i
> Cc1cc(NC(=O)CSc2nnc(COc3cccc(C)c3C)n2C)no1
→ i, i, i, i, i, 0.1, -6, i, i, -9, i
> COc1ccc2cc(C(c3nnnn3Cc3ccc(F)cc3)N3CCCCCC3)c(=O)[nH]c2c1 (configuration not stated)
→ i, i, i, i, i, -0.2, -6, i, i, -9, i
> CCc1ccc(NC(=O)C(CC)Sc2nc3cc4c(cc3c(=O)n2Cc2ccco2)OCO4)cc1 (configuration not stated)
→ i, i, i, i, i, 0.2, 3, i, i, -3, i
> COc1ccc(CNC(=O)CSc2ncn[nH]2)cc1
→ i, i, i, i, i, 0.0, -4, i, i, -1, i
> O=[N+]([O-])/C(=C\Nc1ccc(F)cc1F)S(=O)(=O)c1ccccc1
→ i, i, i, i, i, 0.2, 8, i, i, /, i
> CCNC(=S)NNC(=O)c1cc(-c2cccc(C)c2)nc2ccccc12
→ i, i, i, i, i, 1.2, 36, i, i, 37, i
> Cc1ccc(C(=O)Nc2cccc(C(=O)N3CCN(C)CC3)c2)cc1
→ i, i, i, i, i, 1.2, -5, i, i, 1, i
> O=C(COc1ccccc1Cl)Nc1ccc(CN2CCOCC2)cc1
→ i, i, i, i, i, 0.7, -2, i, i, -10, i
> CC12CN3CC(C)(CN(C1)C3c1ccc3c(c1)OCO3)C2 (configuration not stated)
→ i, i, i, i, i, -0.2, -1, i, i, -1, i

# (next part)
# Values in the order: MrgX1 allo act, RGS4 pot, TRPC4 block, MrgX1 ag, TRPC6 activator, HIF activator, SKKanGAS inh, MrgX1 antagonist, RGS4 block, Platelet DG rel, TRPC6 inh
> CC1CCN(S(=O)(=O)c2ccc(S(=O)(=O)NCC3COCCO3)cc2)CC1 (configuration not stated)
→ i, i, i, i, i, 0.2, -3, i, i, -2, i
> COc1ccccc1/C(C)=N/NC(=O)c1nnn(-c2nonc2N)c1C(C)C
→ i, i, i, i, i, -0.3, -1, i, i, 2, i
> CN1CCN(C(=O)/C(=C\c2cccs2)NC(=O)c2cccs2)CC1
→ i, i, i, i, i, 0.1, -1, i, i, 3, i
> Cc1nc(SCC(=O)Nc2ccccc2C(F)(F)F)c(C#N)c(C)c1CC(=O)c1ccc(Br)cc1
→ i, i, i, i, i, 0.1, -12, i, i, -6, i
> CC1=NN(C(C#N)c2ccc(F)cc2)C(C)(C)C1 (configuration not stated)
→ i, i, i, i, i, -0.1, 0, i, i, 6, i
